GLS inh: blocks human kidney-isoform glutaminase activity. AID 624170. Potency, µM (titrated, usually from 45.5 µM), for the others: at the top dose activity change, negative = inhibition, usual class: inhibitors. actives 0.21% (n = 410,000). O94925. GLS enzymatic activity, qHTS titration; note: potency is the fitted concentration of half-maximal effect; % is set by controls: 0 for no effect and ±100 for the full control effect
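Read-out is an Amplex red fluorescence increase coupled through glutamate oxidase and HRP, measured before and after 30 min room-temperature incubation. hKGA is in 45 mM KH2PO4 (pH 8.2) with 0.02% Tween-20; glutamine added as 1mM solution.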
JMJD2A Tudor: blocks the human JMJD2A Tudor domain; O75164; AlphaScreen JMJD2A-Tudor / H3K4me3 peptide binding; Potency, µM (series often up to 114 µM), for inactives: at the highest dose activity change, negative = inhibition, most hits filed as inhibitors; actives 4.4% (n = 390,000); AID 504339; note: potency is the fitted concentration of half-maximal effect; % is set by controls: 0 for no effect and ±100 for the full control effect; nearly all actives have a fitted effect of over 50% in size
PI4K2A block: PI4K2A (human) kinase inhibition | AID 1346378 | Q9BTU6 | actives 0.13% (n = 420,000) | activity change, negative = inhibition, % at 76.9 µM | purified PI4K2A, ADP-Glo luminescence, 1 h; hits give low values; in the data active = activity change below about -50%; inconclusive = mostly about -30% to -49%;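 note: -100% = wells without enzyme as full effect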
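Compounds are screened against recombinant PI4K2A using PI as substrate and ATP, the latter dispensed at 300 microM. Reactions run one hour at ambient temperature before ADP-Glo detection; full inhibition defined by wells lacking enzyme.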
G9a block: G9a (human) methyltransferase inhibition; actives 8.8% (n = 350,000); G9a H3K9 monomethylation, AlphaScreen, 2 h; Q96KQ7; Potency, µM (titrated, usually from 102 µM), inactives show at the top dose activity, negative = inhibition, usual class: inhibitors; note: potency is the fitted concentration of half-maximal effect; % is set by controls: 0 for no effect and ±100 for the full control effect; nearly all actives have a fitted effect of over 75% in size
Target sequence (Q96KQ7 913-1193 limits assumed): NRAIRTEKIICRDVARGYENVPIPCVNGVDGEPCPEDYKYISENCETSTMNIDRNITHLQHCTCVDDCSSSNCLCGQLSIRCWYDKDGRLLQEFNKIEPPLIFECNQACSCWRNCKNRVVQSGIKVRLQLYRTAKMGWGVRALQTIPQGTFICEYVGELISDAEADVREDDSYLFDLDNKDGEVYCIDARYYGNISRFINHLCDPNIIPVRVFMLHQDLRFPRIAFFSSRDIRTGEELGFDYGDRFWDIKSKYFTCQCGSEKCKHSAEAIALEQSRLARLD
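Compounds were preincubated with 20 nM G9a for 15 min, after which biotinylated H3K9 peptide (500 nM) and SAM (20 uM) started a 2 h room-temperature reaction. Monomethylated product was quantified by antibody-based AlphaScreen chemiluminescence.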
ERG Ets-DNA blk: blocks human ERG Ets domain binding to DNA; fluorescence polarization, His-ERG Ets domain / labelled DNA; P11308; Potency, µM (series often up to 76.9 µM), inactives show at the highest dose FP activity, negative = inhibition, most hits filed as inhibitors; AID 624246; actives 0.028% (n = 370,000); active = well fitted inhibition curve with a large enough effect in the polarisation, with a control signal flat; inconclusive = small, poorly fitted or top-dose-only effect, or effect the other way, or a change in a side signal; inactive = no such curve, though single readings can be large or run the other way; the % refers to the polarisation;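 note: polarization taken with two DNA probes labelled with fluorescein and Texas red; potency is the fitted concentration of half-maximal effect; % of control where 0% means no effect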
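His-tagged ERG Ets domain (1 uM in the protein solution; 300mM KCl, 50mM Tris-HCl, 1mM EDTA, 1mM DTT, pH 7.5) received compound, then a probe mix of 5 nM fluorescein-DNA and 100nM Texas-615-DNA. Fluorescence polarization was read for both dyes.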
HP1b chromo inh: HP1-beta chromodomain-methylated histone interaction inhibition; AlphaScreen HP1-beta / biotin-H3K9me3 peptide binding; AID 540317; Potency, µM (doses to about 114 µM), without a hit: top-dose activity change, negative = inhibition, hits mostly inhibitors; actives 0.56% (n = 390,000); P83916; note: potency is the fitted concentration of half-maximal effect; nearly all actives have a fitted effect of over 70% in size; inactives centre near 23
Target sequence (P83916 whole entry, looked up): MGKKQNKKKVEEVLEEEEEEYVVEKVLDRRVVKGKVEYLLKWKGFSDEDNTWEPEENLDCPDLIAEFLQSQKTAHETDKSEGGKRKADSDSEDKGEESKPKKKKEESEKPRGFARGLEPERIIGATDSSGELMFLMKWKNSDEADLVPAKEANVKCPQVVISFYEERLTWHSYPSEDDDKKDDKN
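Compound inhibition of the preformed complex between 50 nM HP1-beta and 50 nM biotinylated H3K9me3 peptide was read by AlphaScreen. Buffer was PBS pH 7.4 with 0.01% Tween-20. Incubations ran 30 min at room temperature, with 10 ug/mL donor/acceptor beads.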
Pin1 inh: inhibitors of human Pin1; Q13526; Pin1 FP peptide displacement, HiFluor488, 10 min; Potency, µM (top dose mostly 115 µM), for the others: top-dose activity, negative = inhibition, most hits filed as inhibitors; actives 0.009% (n = 390,000); AID 504891; active = well fitted inhibition curve with a large enough effect in the polarisation, with a control signal flat, not every such curve was filed as active; inconclusive = small, poorly fitted or top-dose-only effect, or effect the other way, or a change in a side signal; inactive = no such curve, though single readings can be large or run the other way; the % refers to the polarisation; note: potency is the fitted concentration of half-maximal effect; % is set by controls: 0 for no effect and ±100 for the full control effect
PGK inhibitor: inhibitors of T. brucei phosphoglycerate kinase; actives 0.043% (n = 380,000); P07378; PGK/GAPDH coupled, Kinase-Glo luminescence, 60 min; Potency, µM (highest dose often 57.5 µM), without a hit: top-dose activity change, negative = inhibition, hits mostly inhibitors; note: potency is the fitted concentration of half-maximal effect; % is set by controls: 0 for no effect and ±100 for the full control effect; nearly all actives have a fitted effect of over 60% in size
Target sequence (P07378 whole entry, looked up): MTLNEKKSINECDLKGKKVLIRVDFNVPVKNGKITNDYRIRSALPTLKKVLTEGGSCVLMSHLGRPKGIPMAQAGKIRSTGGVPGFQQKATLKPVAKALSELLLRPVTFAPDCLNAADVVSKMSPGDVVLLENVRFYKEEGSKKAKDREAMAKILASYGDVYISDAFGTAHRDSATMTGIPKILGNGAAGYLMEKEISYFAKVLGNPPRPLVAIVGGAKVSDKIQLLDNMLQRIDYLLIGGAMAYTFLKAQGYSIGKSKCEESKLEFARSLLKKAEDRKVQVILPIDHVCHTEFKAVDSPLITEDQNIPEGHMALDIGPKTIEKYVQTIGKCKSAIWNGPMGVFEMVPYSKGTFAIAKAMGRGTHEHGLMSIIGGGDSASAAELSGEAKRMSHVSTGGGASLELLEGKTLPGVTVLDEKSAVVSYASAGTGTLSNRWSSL
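Luminescent ATP detection (Kinase-Glo Plus) follows a 60-minute room-temperature incubation, with wells lacking PGK as controls. Buffer: 100 mM TEA (pH 7.6), 5 mM MgCl2, 0.01% Tween-20. Coupling enzyme GAPDH (100 nM final) supplies unstable 1,3-BPG in-well.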
BAZ2B block: inhibitors of human BAZ2B bromodomain. AlphaScreen BAZ2B-H3K14Ac peptide displacement. Q9UIF8. actives 4.4% (n = 360,000). Potency, µM (top dose mostly 114 µM), for the others: at the highest dose activity change, negative = inhibition, actives largely listed as inhibitors. AID 504333; note: potency is the fitted concentration of half-maximal effect; % is set by controls: 0 for no effect and ±100 for the full control effect; nearly all actives have a fitted effect of over 60% in size
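AlphaScreen luminescence quantifies BAZ2B engagement of H3K14Ac peptide; the protein and biotinylated peptide are both at 50 nM final, buffer PBS pH 7.4 with 0.01% Tween-20, all steps at room temperature.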
* = called active by the depositor; i = inactive; ? = inconclusive; . = no result given; & = joins results of further samples; [ ] = another dose, or the depositor's remark. Unless noted, calls come from the whole dose curve; as a rule, active = well fitted curve in the direction sought with a large enough effect; inconclusive = small, poorly fitted or top-dose-only effect, or another doubt; inactive = no such curve, though single readings can be large; an effect the other way counts as inactive or inconclusive.

nr	Structure	ERG Ets-DNA blk	HP1b chromo inh	PGK inhibitor	GLS inh	PI4K2A block	JMJD2A Tudor	Pin1 inh	BAZ2B block	G9a block
1	O=S(=O)(Nc1cccc(S(=O)(=O)N2CCCCCC2)c1)c1ccc(F)cc1F	5%	?	-3%	-3%	-1	?	0%	.	.
2	CC(=O)c1cc(-c2ccccc2)n(CC(=O)N2CCN(C3CCCC3)CC2)c1C	-12%	-14%	-5%	-10%	1	12%[11.4 µM]	-17%	50µM*	7%[12.7 µM]
3	COc1ccccc1NC(=O)NCc1cccn1Cc1ccccc1	0%	-19%	6%	5%	9	-35%	-1%	-34%	-48%[59 µM]
4	CC(C)Cc1nnc(NC(=O)CCC(=O)NC2CCCCCC2)s1	-4%	55%[activator]	-10%	-13%	4	-13%	6%	-19%	11%
5	CCOC(=O)C[C@H]1c2cc(F)ccc2S(=O)(=O)N1c1cccc(OC)c1	-5%	30%	1%	3%	-1	-10%	0%	.	.
6	CC1CCN(C(=O)Cn2c(=O)n(CC3CCC(C(=O)NC(C)C)CC3)c(=O)c3sccc32)CC1 (stereo unspecified)	0%	55%[activator]	-5%	2%	0	-6%	-7%	-13%	9%[59 µM]
7	CCOC(=O)Cn1c(C)nc2c(C(=O)OCC)sc(C)c2c1=O	-9%	19%	-2%	3%	6	-3%	11%	3%	17%[59 µM]
8	CCOC(=O)c1sc(NC(=S)NC(=O)c2cccc(OC)c2)nc1C	-2%	18%	14%	2%	4	-7%	1%	-13%	34%[0.501 µM]
9	CC1CN(C(=S)SCCN2Cc3ccccc3C2=O)CC(C)O1 (stereo unspecified)	-8%	8%	-8%	3%	-1	-2%	-5%	-5%	2%[59 µM]
10	Cc1cc(C)nc(NNC(=O)NC2CCCCC2)n1	-1%	6%	-2%	27%	1	-13%	5%	-1%	2%
11	COc1ccccc1CNC(=O)COC(=O)Cc1ccc(F)cc1	-10%	3%	-4%	1%	1	-10%	1%	-4%	-4%
12	O=c1[nH]cnc2c1N1CCC2CC1	-3%	10%	-1%	0%	4	28µM*	-2%	?	45µM*
13	CCOCCc1nnc(NC(=O)C(=O)c2cc(C)n(-c3ccc(C)cc3C)c2C)s1	6%	-2%	-10%	-5%	-4	?	-1%	-33%	-45%[59 µM]
14	CCOC(=O)c1ccc(NC(=O)c2ncn(-c3ccccc3)n2)cc1	-4%	33%	-4%	6%	-1	-1%	1%	2%	7%[59 µM]
15	COC(=O)c1cnn(-c2ccc(C(=O)Nc3ccc(OC(F)(F)F)cc3)cc2)c1N	7%	10%	i	-3%	-4	-18%	-8%	3%	5%[59 µM]
16	CC1=C(C(=O)Nc2cccc(C(F)(F)F)c2)C2(CCCCCC2)OC1=O	-5%	16%	i	-21%	-6	17%	3%	4%	5%[59 µM]
17	CC(C)(C)OC(=O)N1CCN(C(=O)Cn2cc(CCO)nn2)CC1	-9%	46%[activator]	-6%	2%	-3	-12%	-18%	-6%	13%[59 µM]
18	CCOc1ccc(NC(=S)N2CCC(NC(=O)c3ccccc3)CC2)cc1	-4%	2%	i	5%	0	-11%	5%	-1%	20%
19	CC(=O)c1cccc(OCC(O)CNCCc2ccc(Cl)cc2)c1 (stereo unspecified)	-2%	8%	-10%	-8%	0	?	-6%	20µM*	?
20	O=C(N/N=C/c1ccc([N+](=O)[O-])o1)c1cn(-c2ccccc2)nc1-c1ccc(F)cc1	-6%	36%	6%	0%	5	-12%	36%[activator]	-3%	4%
21	CCCOc1cccc(C2C(C(=O)c3ccco3)=C(O)C(=O)N2c2nnc(C)s2)c1 (stereo unspecified)	12%	20%	-1%	12%	1	-15%	?	-17%	?
22	Cc1ccc(C(C)C)c(OCCNC(=S)Nc2cccc3ccccc23)c1	-5%	13%	5%	9%	6	-24%	2%	-14%	22%[12.7 µM]
23	CN(C)c1nc(OCC(=O)NC(C)(C)C)nc(N(C)C)n1	6%	45%[activator]	2%	-3%	5	11%	-7%	4%	-26%[12.7 µM]
24	CCc1cc2c(cc3c(=O)n(CC(=O)NCCCN4CC(C)CC(C)C4)ncn32)s1 (stereo unspecified)	0%	19%	2%	5%	-8	-17%	2%	0%	-7%
25	CCOCc1c(C(=O)Nc2ccc(OC)nc2)oc2ccccc12	2%	-3%	0%	0%	-2	-14%	?	1%	-6%
26	COc1ccc(Oc2ncnc3c2oc2ccc(Br)cc23)cc1	-1%	39%[activator]	3%	4%	2	-2%	1%	-14%	-4%
27	Cc1ccc(S(=O)(=O)N(CC(O)CN2C(=O)NC(C)(C)C2=O)c2cccc([N+](=O)[O-])c2)cc1 (stereo unspecified)	1%	18%	-11%	-3%	0	-16%	-16%	-37%	16%
28	COc1cc(OC)cc(C(=O)Nc2ccc(S(=O)(=O)N(C)C)cc2)c1	-5%	-4%	-7%	8%	-1	-15%	-6%	0%	-28%[59 µM]
29	Cc1ccc(S(=O)(=O)N2CCN(C(=O)C3CCN(c4ncnc5sc(C)c(C)c45)CC3)CC2)c(C)c1	-11%	11%	4%	-4%	2	-26%	7%	.	.
30	CCCCN(C)CCCNC(=O)CCn1nc(-c2ccccc2)ccc1=O	0%	22%	1%	5%	0	-1%	3%	7%	.
31	COc1cc(CNCCc2c[nH]c3ccccc23)ccc1OCc1ccc(F)cc1	7%	?	6%	27%	4	?	-7%	50µM*	?
32	Cc1ccc2c(c1)C(=O)C(=O)N2CC(=O)OC(C)C	8%	12%	i	2%	51	-9%	0%	?	.
33	COc1ccc(/C=N/NC(=O)c2nc(-c3ccccc3)n(-c3ccccc3)n2)cc1OC	-12%	28%	i	-4%	3	-9%	11%	2%	8%
34	CCOC(=O)c1c(C)oc2c1c(CN1CCN(CCO)CC1)c(O)c1ccccc12	3%	?	5%	-17%	1	?	?	.	1.4µM*
35	CCN(CC)CC(C)CNC(=O)CN1C(=O)CSc2ccc(S(=O)(=O)N3CCOCC3)cc21 (stereo unspecified)	1%&7%	24%&18%	9%	0%&-8%	2&-1	6%&-9%	0%&-13%	2%&0%	2%[59 µM]
36	Cc1c(N)cc(C(=O)N2CCOCC2)cc1[N+](=O)[O-]	17%	46%	-3%	-2%	-6	-4%	-4%	0%	6%[59 µM]
37	O=C(/C=C/c1ccccc1)Nc1sc2c(c1C(=O)O)CCC2	6%	16%	-12%	1%	-12	-18%	-1%	-32%	50µM*
38	O=c1[nH]c2ccccc2n2c(=S)[nH]nc12	-3%	-28%	-5%	0%	9	3.5µM*	-8%	-15%	.
39	Cc1cccc(/C=C/C(=O)c2ccc(NC3=NCCCS3)cc2)c1	-2%	-16%	-3%	-2%	-3	45µM*	12%	?	?
40	COc1ccc(C(C(=O)NCc2ccccc2)N(C(=O)Cn2nnc3ccccc32)c2cccc(OC)c2)cc1 (stereo unspecified)	-15%	23%	4%	7%	-3	1%	-2%	1%	1%[59 µM]
41	O=C1C2C3C=CC(C2C(=O)N1CCO)C1C(=O)N(CCO)C(=O)C31 (stereo unspecified)	-3%	63%[activator]	.	-3%	0	0%	-2%	0%	19%
42	CN(C)C(=O)c1cc(C(=O)c2ccccc2F)c[nH]1	1%	30%[activator]	.	14%	1	-12%	0%	-20%	22%
43	CC(=O)CSc1cc(-c2ccccc2)nc2ncnn12	6%	47%[activator]	-3%	11%	4	-18%	7%	-1%	-11%
44	CC(=O)C1=C(O)C(=O)N(c2nccs2)C1c1ccccc1F (stereo unspecified)	0%	14%	-4%	-5%	-2	3%	1%	-13%	.
45	O=C(COC(=O)c1cc[n+]([O-])cc1)Nc1ccc(Br)cc1	2%	27%	-5%	-6%	11	-20%	6%	8%	-7%[2.33 µM]
46	CCn1c(CN2CCCCC2)nc2cc(NC(=O)c3cc(OC)c(OC)c(OC)c3)ccc21	-5%	57%[activator]	i	-13%	4	-8%	2%	-20%	5%[59 µM]
47	O=C(CCNC(=O)c1ccc(Cl)cc1)Nc1ccc(S(=O)(=O)N2CCCCC2)cc1	23%	60%[activator]	-5%	-4%	-2	5%	-1%	16%	-2%
48	CCN1C(=O)N(CC)c2cccc3cccc1c23	1%	16%	1%	10%	0	-16%	-5%	1%	26%
49	COc1ccc(N2C(=O)/C(=C\c3ccco3)N=C2SCC(N)=O)cc1Cl	21%	18%	-11%	9%	-7	?	24%	.	?
50	CCc1ccc(NC(=O)CSc2nc(=O)n(CCCN(C)C)c3c2CCC3)cc1	5%	-7%	i	2%	1	-21%	3%	-5%	-8%
51	N#Cc1c(N)n(Cc2ccccc2)c(=O)c2cc([N+](=O)[O-])ccc12	-1%	3%	-2%	16%	-5	-14%	-4%	-1%	24%
52	Cc1ccc(-n2nc(-c3cccs3)cc2C(=O)NCC2CCCO2)c(C)c1 (stereo unspecified)	1%	-1%	7%	5%	1	?	-6%	-31%	?
53	COc1cc(OC)cc(C(=O)NCC(=O)OCC(=O)/C=C2/N(C)c3ccccc3C2(C)C)c1	53%[activator]	24%	10%	-12%	0	-25%	41%[activator]	-9%	11%
54	Cc1cc(C)cc(Oc2nc3c(C)cccn3c(=O)c2/C=C(\C#N)c2nc3ccccc3[nH]2)c1	-3%	36%	6%	24%	-7	-1%	?	-8%	-6%[59 µM]
